TrxR1 inh: rat TrxR1 inhibition; Potency, µM (doses to about 114 µM), for inactives: at the top dose activity change, negative = inhibition, usual class: inhibitors; recombinant rTrxR1, NADPH fluorescence consumption, selenite substrate; 390,000 compounds, 1% hits; O89049; AID 588453; further: on the % scale 0 is the no-effect control and ±100 the full control effect; nearly all actives have a fitted effect of over 65% in size
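Rat TrxR1 (90 nM in the dispensed reagent) was pre-reduced with 400 uM NADPH for 5 min at room temperature, then incubated with compound for 15 min. After 400 uM selenite was added, NADPH fluorescence (Ex 340/Em 450 nm) was followed for 8 min.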
12-LOX inh: blocks human arachidonate 12S-lipoxygenase | P18054 | purified 12hLO, xylenol orange hydroperoxide absorbance | Potency, µM (titrated, usually from 108 µM), without a hit: at the top dose activity change, negative = inhibition, usual class: inhibitors | 580,000 compounds, 1.1% hits | AID 1671190; further: on the % scale 0 is the no-effect control and ±100 the full control effect
Target sequence (P18054 whole entry, looked up): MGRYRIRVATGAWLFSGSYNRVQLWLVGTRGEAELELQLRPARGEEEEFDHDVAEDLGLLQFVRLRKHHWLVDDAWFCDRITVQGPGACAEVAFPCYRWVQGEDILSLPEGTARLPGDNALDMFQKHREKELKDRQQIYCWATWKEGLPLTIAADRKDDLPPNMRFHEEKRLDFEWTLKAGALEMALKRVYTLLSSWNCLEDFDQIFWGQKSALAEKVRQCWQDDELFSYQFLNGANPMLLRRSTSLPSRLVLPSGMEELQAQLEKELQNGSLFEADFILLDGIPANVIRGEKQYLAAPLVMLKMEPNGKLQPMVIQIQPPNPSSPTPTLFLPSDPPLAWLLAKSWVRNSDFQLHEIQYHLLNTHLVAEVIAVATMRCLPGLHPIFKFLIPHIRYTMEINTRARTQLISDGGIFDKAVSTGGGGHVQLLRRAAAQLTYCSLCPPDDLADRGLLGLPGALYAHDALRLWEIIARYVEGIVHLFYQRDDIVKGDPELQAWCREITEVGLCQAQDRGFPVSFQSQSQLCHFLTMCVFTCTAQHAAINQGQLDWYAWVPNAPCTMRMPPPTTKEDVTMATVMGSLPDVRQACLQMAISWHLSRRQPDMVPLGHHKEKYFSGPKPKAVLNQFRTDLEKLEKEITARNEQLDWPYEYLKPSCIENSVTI
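Purified human 12hLO (150 nM final) in 25 mM Hepes, 0.01% Triton X-100, pH 7.0 was preincubated 15 min at room temperature with compound. Then 40 uM arachidonic acid was added, 30 min. Hydroperoxide was read by Fe-XO absorbance ratio 573/405 nm.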
JMJD2A Tudor inh: inhibitors of human JMJD2A Tudor domain | Potency, µM (doses to about 114 µM), without a hit: at the highest dose activity change, negative = inhibition, hits mostly inhibitors | O75164 | 390,000 compounds, 4.4% hits | AlphaScreen JMJD2A-Tudor / H3K4me3 peptide binding; further: on the % scale 0 is the no-effect control and ±100 the full control effect; nearly all actives have a fitted effect of over 50% in size
ERG Ets-DNA blk: ERG Ets/DNA interaction inhibition; 370,000 compounds, 0.028% hits; P11308; Potency, µM (doses to about 76.9 µM), without a hit: top-dose FP activity, negative = inhibition, hits mostly inhibitors; AID 624246; fluorescence polarization, His-ERG Ets domain / labelled DNA; active means well fitted inhibition curve with a large enough effect in the polarisation, with a control signal flat; inconclusive means small, poorly fitted or top-dose-only effect, or effect the other way, or a change in a side signal; inactive means no such curve, though single readings can be large or run the other way; the % refers to the polarisation;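 further: polarization taken with two DNA probes labelled with fluorescein and Texas red; % of control where 0% means no effect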
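His-tagged ERG Ets domain (1 uM in the protein solution; 300mM KCl, 50mM Tris-HCl, 1mM EDTA, 1mM DTT, pH 7.5) received compound, then a probe mix of 5 nM fluorescein-DNA and 100nM Texas-615-DNA. Fluorescence polarization was read for both dyes.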
GLS inhibitor: blocks human kidney-isoform glutaminase activity. O94925. GLS enzymatic activity, qHTS titration. 410,000 compounds, 0.21% hits. Potency, µM (doses to about 45.5 µM), for the others: at the top dose activity change, negative = inhibition, usual class: inhibitors; further: on the % scale 0 is the no-effect control and ±100 the full control effect
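Compounds were pin-transferred onto hKGA, after which L-glutamine (1 mM solution) and a detection mix of glutamate oxidase, HRP and Amplex Red were added. Initial and 30 min RT fluorescence reads were collected.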
Pin1 inhibitor: human Pin1 inhibition. AID 504891. Potency, µM (highest dose often 115 µM), for the others: at the top dose activity, negative = inhibition, most hits filed as inhibitors. 390,000 compounds, 0.009% hits. Pin1 FP peptide displacement, HiFluor488, 10 min; active means well fitted inhibition curve with a large enough effect in the polarisation, with a control signal flat, not every such curve was filed as active; inconclusive means small, poorly fitted or top-dose-only effect, or effect the other way, or a change in a side signal; inactive means no such curve, though single readings can be large or run the other way; the % refers to the polarisation; further: on the % scale 0 is the no-effect control and ±100 the full control effect
Target sequence (Q13526 whole entry, looked up): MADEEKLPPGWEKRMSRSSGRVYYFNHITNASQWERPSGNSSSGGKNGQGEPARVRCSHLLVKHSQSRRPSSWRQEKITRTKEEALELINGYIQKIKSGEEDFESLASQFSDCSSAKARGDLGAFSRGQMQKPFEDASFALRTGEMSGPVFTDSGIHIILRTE
PGK inhibitor: T. brucei PGK inhibition; P07378; PGK/GAPDH coupled, Kinase-Glo luminescence, 60 min; Potency, µM (titrated, usually from 57.5 µM), for the others: top-dose activity change, negative = inhibition, hits mostly inhibitors; 380,000 compounds, 0.043% hits; AID 602233; further: on the % scale 0 is the no-effect control and ±100 the full control effect; nearly all actives have a fitted effect of over 60% in size
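Recombinant glycosomal PGK reaction used 1,3-bisphosphoglycerate generated in-well by GAPDH (100nM final) in 100mM TEA pH 7.6, 5mM MgCl2, 0.01% Tween-20. After 60 minutes at room temperature, ATP was read by Kinase-Glo Plus luminescence end-point.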
RGS4 inhibitor: blocks human RGS4-accelerated GTP hydrolysis; Transcreener GDP fluorescence polarization, RGS4-accelerated GTP hydrolysis; Potency, µM (doses to about 114 µM), for the others: at the top dose activity change, negative = inhibition, hits mostly inhibitors; 390,000 compounds, 0.039% hits; AID 504845; further: on the % scale 0 is the no-effect control and ±100 the full control effect; nearly all actives have a fitted effect of over 75% in size; some results filed as inactive show a strong effect at the top dose
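MLSMR compounds (23 nl, pin-transferred) preincubated 10 min at room temperature with a 500nM (2x) first reagent, then RGS4 at 900nM (2x) plus Transcreener GDP mix added; fluorescence polarization (620/688 nm) read before and after 90 min at 30 °C.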
HP1b binding inh: inhibitors of HP1-beta chromodomain binding to methylated histone tails; AlphaScreen HP1-beta / biotin-H3K9me3 peptide binding; Potency, µM (doses to about 114 µM), for the others: top-dose activity change, negative = inhibition, actives largely listed as inhibitors; 390,000 compounds, 0.56% hits; AID 540317; further: nearly all actives have a fitted effect of over 70% in size; inactives centre near 23
Target sequence (P83916 whole entry, looked up): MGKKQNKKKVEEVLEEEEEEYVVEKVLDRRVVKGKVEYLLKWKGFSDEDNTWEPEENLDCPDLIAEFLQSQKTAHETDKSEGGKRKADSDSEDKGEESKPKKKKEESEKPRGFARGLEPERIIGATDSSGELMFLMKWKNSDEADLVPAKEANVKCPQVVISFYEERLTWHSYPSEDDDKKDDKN
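Compound inhibition of the preformed complex between 50 nM HP1-beta and 50 nM biotinylated H3K9me3 peptide was read by AlphaScreen. Buffer was PBS pH 7.4 with 0.01% Tween-20. Incubations ran 30 min at room temperature, with 10 ug/mL donor/acceptor beads.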
Numbers without * were called inactive; & = joins results of further samples; [ ] = remark or other dose. Unless noted, the call rests on the fitted dose curve; in most records, active means well fitted curve in the direction sought with a large enough effect; inconclusive means small, poorly fitted or top-dose-only effect, or another doubt; inactive means no such curve, though single readings can be large; an effect the other way counts as inactive or inconclusive. Potency means the concentration at half of the fitted maximal effect. These rows are one share of the data. The share of hits here may be higher or lower than overall.

Screening O=C(CCS(=O)(=O)c1cccc2nonc12)NC1CCCCCC1 returned TrxR1 inh inconclusive, 12-LOX inh 5%, JMJD2A Tudor inh -22%, ERG Ets-DNA blk 10%, GLS inhibitor 8%, Pin1 inhibitor 0%, PGK inhibitor 5%, RGS4 inhibitor 15% and HP1b binding inh 16%.
Screening N#CC(c1ccc(Cl)cc1)c1nc2ccccc2nc1C(F)(F)F (stereo unspecified) returned TrxR1 inh 17%[57.1 µM], 12-LOX inh -10%, JMJD2A Tudor inh -7%, ERG Ets-DNA blk -2%, GLS inhibitor -10%, Pin1 inhibitor -10%, PGK inhibitor -2%, RGS4 inhibitor -49% and HP1b binding inh 72%[activator].
NC(=O)Cc1ccc(C(=O)CSc2nnc(-c3ccncc3)n2C2CC2)s1 was read as TrxR1 inh inconclusive, 12-LOX inh inconclusive, JMJD2A Tudor inh inconclusive, ERG Ets-DNA blk 20%, GLS inhibitor 1%, Pin1 inhibitor inconclusive, PGK inhibitor -11%, RGS4 inhibitor inconclusive and HP1b binding inh -14%.
COc1cccc(OC)c1C(=O)Nc1ccccc1C(=O)N1CCOCC1 was read as TrxR1 inh 2%[57.1 µM], 12-LOX inh 3%, JMJD2A Tudor inh -5%, ERG Ets-DNA blk -2%, GLS inhibitor 4%, Pin1 inhibitor -2%, PGK inhibitor inactive, RGS4 inhibitor -7% and HP1b binding inh 21%.
For O=C(NCCC1=CCCCC1)c1ccc2c(c1)N(Cc1ccc(Cl)cc1)C(=O)c1ccccc1S2(=O)=O the results were TrxR1 inh 49%[activator], 12-LOX inh inconclusive, JMJD2A Tudor inh -12%, ERG Ets-DNA blk 0%, GLS inhibitor -9%, Pin1 inhibitor 4%, PGK inhibitor -10%, RGS4 inhibitor -10% and HP1b binding inh 12%.
`CSc1cccc(NC(=O)CN2CCN(Cc3ccccc3C)S2(=O)=O)c1` gave TrxR1 inh 13%, 12-LOX inh -8%, JMJD2A Tudor inh -6%, ERG Ets-DNA blk 8%, GLS inhibitor 0%, Pin1 inhibitor 1%, PGK inhibitor inactive, RGS4 inhibitor -16% and HP1b binding inh 27%.
O=C(c1cccc2ccccc12)N1CCN(c2ccc([N+](=O)[O-])c(NCc3ccco3)c2)CC1 was read as TrxR1 inh -5%, 12-LOX inh -22%, JMJD2A Tudor inh -22%, ERG Ets-DNA blk -3%, GLS inhibitor 4%, Pin1 inhibitor 14%, PGK inhibitor 4%, RGS4 inhibitor -8% and HP1b binding inh 8%.
For O=C(OCC(=O)N1CCN(c2ccccc2)CC1)c1ccco1 the results were TrxR1 inh inconclusive, 12-LOX inh inconclusive, JMJD2A Tudor inh -16%, ERG Ets-DNA blk 0%, GLS inhibitor -1%, Pin1 inhibitor -3%, PGK inhibitor 6%, RGS4 inhibitor -8% and HP1b binding inh 27%.
For COc1ccc(S(=O)(=O)Nc2c(C)nc3nc(C)[nH]n3c2=O)cc1 the results were TrxR1 inh -7%[57.1 µM], 12-LOX inh 31%&1%[activator], JMJD2A Tudor inh -5%&-4%, ERG Ets-DNA blk 9%&1%, GLS inhibitor 33%&7%[activator], Pin1 inhibitor -2%&-1%, PGK inhibitor 0%&10%, RGS4 inhibitor 8%&4% and HP1b binding inh 5%&27%.
`COc1ccc(CN2CCNC(=O)C2CC(=O)NCCCn2cccn2)cc1C` (stereo unspecified) gave TrxR1 inh -11%, 12-LOX inh inconclusive, JMJD2A Tudor inh -5%, ERG Ets-DNA blk -4%, GLS inhibitor 8%, Pin1 inhibitor -10%, PGK inhibitor 6%, RGS4 inhibitor 12% and HP1b binding inh 33%.
COc1cc(NC(=O)c2ccno2)cc(C(=O)Nc2cccc(C(F)(F)F)c2)c1 was read as TrxR1 inh 13%[57.1 µM], 12-LOX inh -21%, JMJD2A Tudor inh -27%, ERG Ets-DNA blk 6%, GLS inhibitor -1%, Pin1 inhibitor inconclusive, PGK inhibitor inactive, RGS4 inhibitor 3% and HP1b binding inh 35%.
Screening O=C(CSc1nc2ccccc2c(=O)[nH]1)Nc1ccc(C(=O)O)cc1 returned TrxR1 inh 24%[57.1 µM], 12-LOX inh -2%, JMJD2A Tudor inh -12%, ERG Ets-DNA blk -2%, GLS inhibitor 2%, Pin1 inhibitor -10%, PGK inhibitor -16%, RGS4 inhibitor -2% and HP1b binding inh 5%.
Screening CN1CCN(CC(O)COC(c2ccccc2)c2ccccc2)CC1 (stereo unspecified) returned TrxR1 inh 7%[57.1 µM], 12-LOX inh -1%, JMJD2A Tudor inh -18%, ERG Ets-DNA blk 1%, GLS inhibitor 5%, Pin1 inhibitor 6%, PGK inhibitor 3%, RGS4 inhibitor -8% and HP1b binding inh -4%.
For O=C(CN1C(=O)c2ccccc2S1(=O)=O)NCCc1ccccc1 the results were TrxR1 inh 16%, 12-LOX inh 21%, JMJD2A Tudor inh 0%, ERG Ets-DNA blk 5%, GLS inhibitor -4%, Pin1 inhibitor -7%, PGK inhibitor -3%, RGS4 inhibitor -13% and HP1b binding inh 12%.
`Cc1ccc(NC(=O)CSc2ccc3nnc(CCNC(=O)c4ccccc4)n3n2)c(C)c1` gave TrxR1 inh 17%[57.1 µM], 12-LOX inh 16%, JMJD2A Tudor inh -11%, ERG Ets-DNA blk -21%, GLS inhibitor -4%, Pin1 inhibitor -2%, PGK inhibitor -2%, RGS4 inhibitor -29% and HP1b binding inh 21%.
For CN(Cc1nc(-c2cccs2)no1)CC1COCCO1 (stereo unspecified) the results were TrxR1 inh 20%, 12-LOX inh -7%, JMJD2A Tudor inh -6%, ERG Ets-DNA blk -7%, GLS inhibitor -1%, Pin1 inhibitor 0%, PGK inhibitor -14%, RGS4 inhibitor 12% and HP1b binding inh 28%.
O=C(CCc1nc2ccccc2s1)NCc1ccccc1F was read as TrxR1 inh -12%, 12-LOX inh inconclusive, JMJD2A Tudor inh -11%, ERG Ets-DNA blk 26%, GLS inhibitor 10%, Pin1 inhibitor 12%, PGK inhibitor 0%, RGS4 inhibitor -16% and HP1b binding inh 26%.
CCc1cc2ccc(C)c(C)c2nc1SCC(=O)Nc1cc(C)on1 was read as TrxR1 inh 15%[57.1 µM], 12-LOX inh 6%, JMJD2A Tudor inh -1%, ERG Ets-DNA blk -6%, GLS inhibitor -18%, Pin1 inhibitor 0%, PGK inhibitor -4%, RGS4 inhibitor 16% and HP1b binding inh 16%.
`CCC(=O)Nc1cc(-c2nc3ccccc3s2)c(Cl)cc1Cl` gave TrxR1 inh 20%, 12-LOX inh -9%, JMJD2A Tudor inh -3%, ERG Ets-DNA blk -7%, GLS inhibitor -14%, Pin1 inhibitor -8%, PGK inhibitor 8%, RGS4 inhibitor 29% and HP1b binding inh 25%.
For S=C(NCc1ccccc1)N1CCc2ccccc2C1 the results were TrxR1 inh 11%[57.1 µM], 12-LOX inh -17%, JMJD2A Tudor inh 4%[57.1 µM], ERG Ets-DNA blk 1%, GLS inhibitor 1%, Pin1 inhibitor 2%, PGK inhibitor 6%, RGS4 inhibitor -1% and HP1b binding inh 56%[activator].
`CN(N=Nc1cccc([N+](=O)[O-])c1)c1cccc([N+](=O)[O-])c1` gave TrxR1 inh 12%, 12-LOX inh -4%, JMJD2A Tudor inh -7%, ERG Ets-DNA blk -4%, GLS inhibitor 1%, Pin1 inhibitor 1%, PGK inhibitor -3%, RGS4 inhibitor 0%[11.4 µM] and HP1b binding inh 36%.
CC(=O)C1=C(Nc2ccccc2)CC(C)(O)C(C(C)=O)C1c1ccccc1 (stereo unspecified) was read as TrxR1 inh -21%[57.1 µM], 12-LOX inh inconclusive, JMJD2A Tudor inh -16%, ERG Ets-DNA blk 4%, GLS inhibitor -16%, Pin1 inhibitor -2%, PGK inhibitor -2%, RGS4 inhibitor 7% and HP1b binding inh 34%.
Cc1nn(CC(=O)NCCCN2CCCCC2)c(=O)c2cc(-c3ccccc3)nn12 was read as TrxR1 inh 44%[activator], 12-LOX inh 6%, JMJD2A Tudor inh -19%, ERG Ets-DNA blk -8%, GLS inhibitor -6%, Pin1 inhibitor -2%, PGK inhibitor -10%, RGS4 inhibitor -6% and HP1b binding inh 14%.
Screening COc1ccc(/C=N/NC(=O)c2cc(Br)ccc2O)cc1Cn1cc(Cl)cn1 returned TrxR1 inh 13%, 12-LOX inh -4%, JMJD2A Tudor inh -14%, ERG Ets-DNA blk -5%, GLS inhibitor -1%, Pin1 inhibitor 38%[activator], PGK inhibitor 4%, RGS4 inhibitor -14% and HP1b binding inh 4%.
For CCOC(=S)N/C(=N\S(=O)(=O)c1ccc(C)cc1)c1ccccc1 the results were TrxR1 inh -9%, 12-LOX inh inconclusive, JMJD2A Tudor inh -28%, ERG Ets-DNA blk 2%, GLS inhibitor 5%, Pin1 inhibitor -6%, PGK inhibitor -1%, RGS4 inhibitor -33% and HP1b binding inh inconclusive.
Screening COc1cc(C(=O)Nc2ccc(C)cc2)c(-n2cnnn2)cc1OC returned TrxR1 inh 21%, 12-LOX inh 1%, JMJD2A Tudor inh 12%, ERG Ets-DNA blk -5%, GLS inhibitor -1%, Pin1 inhibitor -8%, PGK inhibitor -3%, RGS4 inhibitor -17% and HP1b binding inh 52%[activator].
`CCCCNC(=S)N(CCN(C)C)Cc1cc2cc3c(cc2[nH]c1=O)OCCO3` gave TrxR1 inh 23%, 12-LOX inh inconclusive, JMJD2A Tudor inh -16%, ERG Ets-DNA blk -5%, GLS inhibitor 2%, Pin1 inhibitor 0%, PGK inhibitor 1%, RGS4 inhibitor -8% and HP1b binding inh 38%.

Screening data (PubChem BioAssay)
